Screening results: PubChem BioAssay, The Scripps Research Institute Molecular Screening Center
TTR transcr act = TTR transcription activators in neuroblastoma reporter cells, primary screen, cell-based, luminescence, SH-SY5Y, TTR promoter Gaussia luciferase; activation, % at 16.7 µM; 100% = recombinant luciferase protein wells; hit rate 1.3% among 92,000; AID 1117267, 2014;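 active = activation above the mean of all tested compounds plus 3 SD, cut at about 9.5% in these data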;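 also: cells exposed to compounds for one day before reading; 0% = median of all test compound wells on the plate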
The depositor's hits bear a star. Not all compounds are listed. The share of hits here may be higher or lower than overall.

Compound | TTR transcr act
O=C(COC(=O)C1(c2ccc(F)cc2)CCCC1)N1CCN(C(=O)c2ccco2)CC1 | -2.8
Cc1cccc(NC(=O)C2CC(=O)NC(Nc3nc4ccccc4s3)=N2)c1 (stereo unspecified) | 8.3
O=C(NCc1ccccc1)c1ccc(-c2ccc(F)cc2)o1 | -0.5
O=c1[nH][nH]c(=O)c2cc(N3CCCC3)ccc12 | 3.9
CCN(CC(=O)NCc1ccc(Cl)cc1)C(=O)c1cc(S(=O)(=O)NCc2ccccc2)ccc1C | 0.7
COC(=O)c1sc(-c2ccc(C(C)(C)C)cc2)cc1NC(=O)COCC(=O)O | -1.8
COC(=O)C1=C(Nc2ccccc2NC(=O)CCCC(=O)O)CSC1 | 0.6
O=C(Cc1coc2cc3c(cc12)CCC3)OCc1cc(=O)n2c(n1)sc1ccccc12 | -0.7
Cn1c(NC(=O)Cc2ccc(F)cc2)cc(=O)n(C)c1=O | -0.3
COCCn1c(SCC(=O)N2CCCc3ccccc32)nnc1-c1ccco1 | 1.0
Cc1ccc(S(=O)(=O)Nc2ccnc(-c3cccnc3)n2)cc1 | 5.5
CC(C(=O)O)n1cc(C#N)c(=O)[nH]c1=O (stereo unspecified) | 1.4
CCCCCCC/C=C(\C)[C@@H](O)[C@@H](C)C(=O)N1CCC[C@@H]1C(=O)O[C@H](C(=O)O[C@@H](C)C(=O)O)[C@@H](C)CC | 0.5
O=C(Nc1cc(C(F)(F)F)ccc1N1CCOCC1)c1ccc2ccccc2n1 | -0.1
CN(C)CCCn1c(SCc2c(Cl)cccc2Cl)nnc1-c1ccncc1 | 0.1
COc1ccc(NC(=O)CC2C(=O)NCCN2C(=O)Nc2ccc(C(F)(F)F)cc2)cc1 (stereo unspecified) | -0.3
CC(C)CC1OC(C)Cc2[nH][nH]c(=O)c21 (stereo unspecified) | 0.6
COC(=O)[C@]1(Sc2ccc(C)cc2)CC(=O)N[C@@H]1c1ccccc1 | -0.7
Cc1nn(C)cc1/C=N/NC(=O)Cn1cncn1 | -0.1
COc1cccc(/C=N/NC(=O)C(C)n2nc(C)c([N+](=O)[O-])c2C)c1O (stereo unspecified) | 0.4
Cc1ccc(/C=C/C(=O)Nc2ccc([N+](=O)[O-])cc2)o1 | -3.1
O=C(CSCc1ccc(Br)cc1)Nc1ccc(S(=O)(=O)N2CCOCC2)cc1 | -3.0
Cc1nc2ccc3nc(NC(=O)C4COc5ccccc5O4)sc3c2s1 (stereo unspecified) | 6.8
CCCNC(=S)N1CCC(C(=O)c2ccc(Cl)cc2)CC1 | 0.3
CCOC(=O)C1(C)CCCN1C(=O)c1cc(F)ccc1C (stereo unspecified) | 0.4
Cc1ccc(C(=O)n2c3ccccc3c3ccccc32)cc1 | -2.2
C=CCOC(=O)C1=C(C)N=C2SCCC(=O)N2C1/C=C/c1ccccc1 (stereo unspecified) | 2.8
COc1cc(C=C2C(=O)c3ccccc3C2=O)cc(OC)c1OC | 1.3
O=C(Cc1ccccc1)NC(=S)Nc1cccc(C(F)(F)F)c1 | 5.7
CCN(CC)CCNC(=O)c1nn(-c2ccc(Cl)cc2)c2c1CCc1cc(OC)ccc1-2 | -1.0
O=C1C=C(c2cc3ccccc3o2)C[C@@H](c2ccc(F)cc2)C1 | -3.4
CCN(C(=O)Cn1c(Cl)nc2c1c(=O)n(C)c(=O)n2C)C1CCCCC1 | -0.8
CCCCc1cc(=O)oc2cc(OCC(=O)N(CC)CC)c(Cl)cc12 | -1.2
CC1CCN(S(=O)(=O)c2ccc(S(=O)(=O)NCc3ccccc3)cc2)CC1 | 0.5
CC(C)CCOCC(O)CCC(=O)NNC(=S)Nc1ccccc1 (stereo unspecified) | 0.1
Cc1cc(NC(=O)c2ccccc2)n(-c2nc3ccccc3[nH]2)n1 | -1.0
CCCNCC1C(Oc2ccc(Cl)cc2Cl)C(=O)N1c1cccc(C)c1C (stereo unspecified) | -0.6
NC(=O)c1sc2cc(C(F)(F)F)cnc2c1-c1ccccc1 | 6.2
CCCOc1ccc(CSc2n[nH]c(C)n2)cc1 | 1.1
COc1ccc(OC)c(-n2c(=S)[nH]c3cc(C(=O)N4CCN(c5ccccc5)CC4)ccc3c2=O)c1 | 1.3
O=C(NC1CCCC1)C1c2ccccc2C(=O)N1CCCN1CCOCC1 (stereo unspecified) | 1.1
Cc1cc(=O)n2nc(-c3ccccc3)sc2n1 | 0.6
CCCC[C@H](C(=O)N(CC)c1ccccc1)[C@@H](O)c1ccc2ccccc2c1 | -0.1
O=C(Cc1ccc(NC(=O)C2CCN(C(=O)C3CCC3)CC2)cc1)Nc1cccc(C(=O)N2CCCC2)c1 | -0.9
C[C@H](CO)N1C[C@H](C)[C@H](CN(C)C(=O)Nc2ccnc(N3CCOCC3)c2)OCc2cnnn2CCCC1=O | 0.9
Cc1cc(Oc2ccc(=O)n(C)n2)nc(SCc2ccccc2)n1 | 0.6
Cc1ccc(C(O)C(=O)c2ccco2)cc1 (stereo unspecified) | 0.4
Cc1ccc(-c2nc(=S)c3c(n2CCN2CCOCC2)CC(C)(C)OC3)cc1 | 1.0
CC(C)CCNC(=O)CN(Cc1ccc2c(c1)OCO2)C(=O)CCC(=O)Nc1ccccn1 | -2.2
O=C(CSc1ccc([N+](=O)[O-])cc1)Nc1cccc(S(=O)(=O)Nc2ccccc2F)c1 | -0.5
CC(NC(=O)Nc1ccccc1F)C(C)(C)C (stereo unspecified) | -2.3
C[C@@H]1CN([C@H](C)CO)C(=O)CCCn2nncc2CO[C@H]1CN(C)S(=O)(=O)c1ccc2ccccc2c1 | -1.3
Cc1ccccc1Cn1nc(C)c(NC(=O)c2noc3c2CC(C(C)(C)C)CC3)c1C (stereo unspecified) | -3.4
CCN(CC(=O)Nc1ccc(NC(C)=O)cc1)C(=O)c1cccc(S(=O)(=O)N2c3ccccc3CC2C)c1 (stereo unspecified) | 4.6
COc1ccc(C2CC(=O)C(C=NCC(C)C)=C(O)C2)cc1 (stereo unspecified) | 3.6
Cc1ccc(C(=O)Nc2ccc(C(=O)N3CCCCC3C)cc2)cc1 (stereo unspecified) | -0.2
O=[N+]([O-])c1cc(-c2nnc(N3CCOCC3)c3ccccc23)ccc1N1CCOCC1 | -1.5
COc1ccccc1OCCNC(=O)c1c(-c2ccccc2Cl)noc1C | -2.0
COC(=O)[C@@H]1C[C@H]1[C@@H](NS(=O)(=O)c1ccccc1)c1ccccc1 | 10.0*
c1cncc(C2Nc3ccccc3-c3nc4ccccc4n32)c1 (stereo unspecified) | 0.7

Remaining list, next part:
Compound | TTR transcr act
COc1ccc(/C(C#N)=C/c2ccccn2)cc1 | 1.4
COc1cccc(-c2nnc(-c3ccc(C(F)(F)F)cc3)o2)c1OC | 3.6
CCC(C)(C)n1nnnc1C(c1cc2cc3c(cc2[nH]c1=O)OCO3)N1CCN(C)CC1 (stereo unspecified) | 1.4
O=C(/C=C/c1cccc2ccccc12)N1CCOCC1 | 2.7
O=C(Cc1ccc(NC(=O)C2CCN(C(=O)c3ccccc3)CC2)cc1)Nc1cccc(C(=O)N2CCCCC2)c1 | -3.3
CCOC(=O)[C@]12CCCC=C1N(Cc1ccc(OC)cc1)C(=O)[C@@H]2CC(=O)NCc1ccc(OC)c(OC)c1 | -0.8
Cc1cccc(-c2oc3ccc(-c4ccc5c(c4)OCO5)cc3c2C#Cc2cncn2C)c1 | 3.7
COc1cc2[nH]c(=O)n(Cc3ccc(C(=O)NC4CCN(Cc5ccccc5)CC4)cc3)c(=O)c2cc1OC | -1.7
CCOC(=O)c1c(C)c(C(=O)Nc2ccccc2)c(C)n1CC | 2.2
O=C(/C=C/C(=O)NCc1cccs1)NCc1cccs1 | -0.9
COc1ccc(CN=Cc2c(C(F)(F)F)[nH][nH]c2=O)cc1 | -1.6
O=C(NC1CCCCC1)C(c1ccncc1)N(CC1CCCO1)C(=O)C(F)(F)F (stereo unspecified) | -0.3
O=S(=O)(NCc1ccncc1)c1ccc(S(=O)(=O)NCC2CCCO2)cc1 (stereo unspecified) | -2.7
O=P(CCc1ccccc1)(c1ccccc1)c1ccccc1 | -0.4
CCn1c(SCC(=O)c2ccccc2)nnc1-c1cnccn1 | 0.1
O=C(CSc1n[nH]c(-c2ccccn2)n1)Nc1ccc(F)cc1 | -1.5
Cc1c(CCOC(=O)C23CC4CC(CC(C4)C2)C3)sc[n+]1Cc1ccccc1 | 1.6
CCOC(=O)Cn1c(=NC(=O)c2ccc([N+](=O)[O-])s2)sc2ccccc21 | 1.1
Cc1cn(C2CC(OC(=O)C(C)C)C(CO)O2)c(=O)[nH]c1=O (stereo unspecified) | -0.1
COc1ccccc1/C=N/NC(=S)NCc1ccco1 | 1.9
O=C(CSc1nnc(SCc2ccccc2Cl)s1)N/N=C/c1ccc(C(=O)O)cc1 | -1.1
CCOC(=O)C1CCCN(C(=O)c2[nH]c3ccc(OC)cc3c2C)C1 (stereo unspecified) | -2.6
COc1ccc(CNC(=O)C(OC(=O)c2ccco2)c2ccccc2F)cc1 (stereo unspecified) | -1.9
O=C(COc1ccccc1)N1CCN(C(=O)c2ccc([N+](=O)[O-])cc2)CC1 | 4.6
Cc1ccccc1/C=N/n1c(-c2cc(-c3ccccc3)n[nH]2)n[nH]c1=S | -0.4
CC1=C(C)CC(C(=O)NNC(=O)c2csc(C)c2C)C(C(=O)O)C1 (stereo unspecified) | -2.5
COc1ccc(C(=O)Nc2nnc(S(=O)(=O)N3CCCCCC3)s2)cc1OC | 0.5
O=C1CC(Sc2ncccc2C(=O)O)C(=O)N1 (stereo unspecified) | 3.2
COc1ccc(N=[N+]([O-])c2ccc(OC)cc2)cc1 | -3.0
COc1ccc2c(-c3ccccc3)cc(SCC(=O)N(C)C3CCS(=O)(=O)C3)nc2c1 (stereo unspecified) | -1.5

Arranged by heavy-atom count (smallest number first): some entries from above.
Compound | TTR transcr act
O=C(CSc1n[nH]c(-c2ccccn2)n1)Nc1ccc(F)cc1 | -1.5
O=C(COc1ccccc1)N1CCN(C(=O)c2ccc([N+](=O)[O-])cc2)CC1 | 4.6
CCC(C)(C)n1nnnc1C(c1cc2cc3c(cc2[nH]c1=O)OCO3)N1CCN(C)CC1 (stereo unspecified) | 1.4

The main list resumes, repeating the 3 entries before the break.
Compound | TTR transcr act
O=C1CC(Sc2ncccc2C(=O)O)C(=O)N1 (stereo unspecified) | 3.2
COc1ccc(N=[N+]([O-])c2ccc(OC)cc2)cc1 | -3.0
COc1ccc2c(-c3ccccc3)cc(SCC(=O)N(C)C3CCS(=O)(=O)C3)nc2c1 (stereo unspecified) | -1.5
COC(=O)C1CN(Cc2ccccc2)CCS(=O)(=O)N1Cc1ccccc1F (stereo unspecified) | -0.6
Cc1cccc2sc(NC(=O)CN(C)S(=O)(=O)c3cccs3)nc12 | -6.9
Cc1ccnc(NS(=O)(=O)c2ccc(NC(=O)COc3ccccc3)cc2)n1 | -1.8
CN1C(=O)N(C)C(c2cccc([N+](=O)[O-])c2)C2=C1CCCC2=O (stereo unspecified) | -0.8
CCCCN1C(=O)/C(=C/C=C2/C=Cc3ccccc3N2CC)SC1=S | 0.2
COC(=O)c1ccc(COC(=O)CCc2nc(-c3ccccc3)c(-c3ccccc3)o2)cc1 | 2.0
COc1ccc(NC(=O)CC2(CC(=O)O)CCCC2)cn1 | -0.7
CCOc1ccc2[nH]c(=O)c(CN(CCCN3CCOCC3)C(=O)Nc3ccc(F)cc3)cc2c1 | -1.6
COc1cc(/C=N/NC(=O)C(C)Nc2n[nH]c(=O)[nH]c2=O)cc(OC)c1O (stereo unspecified) | 4.0
c1ccc(-c2nccc(-c3ccc(-n4cnc5ccccc54)cc3)n2)nc1 | -2.0
Cc1cccc(Cn2c(C)c(C)c3cc(C(=O)NCCN4CCOCC4)ccc32)c1 | 3.2
COc1cc(=O)[nH]c(SC(C)C(=O)Nc2cc(C)on2)n1 (stereo unspecified) | 2.8
CC1Cc2nc(SCC(=O)Nc3nccs3)n(C)c(=O)c2S1 (stereo unspecified) | -1.3
COc1c2c(nc3occc13)C(CC=C(C)C)(OC)C(OC(C)=O)CC2 (stereo unspecified) | -1.9
COc1cc(/C=C/C(=O)OCC(=O)Nc2ccc3c(c2)OCCO3)ccc1O | 0.6
O=C(CN1CCN(c2ccc(Cl)cc2)CC1)c1ccc2c(c1)OCO2 | 0.2
Cc1ccc(-n2cnc3c(sc4nc(N5CCOCC5)c5c(c43)CCCC5)c2=O)cc1 | 0.5
Cc1cccc(NC(=O)C2CCCN(C(=O)Nc3ccc(F)cc3)C2)c1 (stereo unspecified) | 0.3
CC1=C(C(=O)N2CCCCCC2)CC(CC(=O)NCCCCc2ccccc2)C(=O)N1Cc1ccccc1 (stereo unspecified) | -1.0
CCOc1c2ccc(C(=O)NCc3ccc(OC(F)(F)F)cc3)cc2nn1CC | -1.5
CC(NC(=O)c1cc2ccccc2oc1=O)c1ccccc1 (stereo unspecified) | -0.8
COc1cccc(C(=O)Nc2nnc(-c3cccs3)s2)c1 | 2.0
O=C(c1ccccc1F)N1CCN(C2CCC(c3ccccc3)CC2)CC1 (stereo unspecified) | 0.8
CCOC(=O)[C@H]1[C@H]2COc3ccc(Cl)cc3[C@@H]2N2C(=O)c3cc(F)ccc3NC(=O)[C@@]12C | -0.8
CN(N=O)c1ccc(C=C2C=Cc3ccccc32)cc1 | -2.0

Three compounds from above, arranged by the number in TTR transcr act, largest number first.
Compound | TTR transcr act
Cc1cccc(Cn2c(C)c(C)c3cc(C(=O)NCCN4CCOCC4)ccc32)c1 | 3.2
CN1C(=O)N(C)C(c2cccc([N+](=O)[O-])c2)C2=C1CCCC2=O (stereo unspecified) | -0.8
CC1=C(C(=O)N2CCCCCC2)CC(CC(=O)NCCCCc2ccccc2)C(=O)N1Cc1ccccc1 (stereo unspecified) | -1.0
